# From PubChem
# Granule exo inh: blocks lytic granule exocytosis. inhibition, % at 10 µM. actives 0.66% (n = 360,000). TALL-104 LAMP-1 surface exposure, flow cytometry; cells stimulated with thapsigargin and PMA;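 active = inhibition above about 55%, limit read from the data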
# NR2E3 ag-1: agonists of human NR2E3 nuclear receptor. Q9Y5X4. CHO-S Gal4-NCOR/VP16-NR2E3 two-hybrid, luciferase. inhibition of corepressor binding, % at 3.98 µM. actives 0.35% (n = 360,000). AID 602229;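 active = inhibition above the mean of all tested compounds plus 3 SD, cut at about 70% in these data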;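 note: 0% = DMSO with NR2E3 transfected cells and 100% = cells lacking NR2E3 construct; higher means lower luciferase signal from less NR2E3 corepressor binding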
# Target sequence (Q9Y5X4 whole entry, looked up, the tested form may be a part): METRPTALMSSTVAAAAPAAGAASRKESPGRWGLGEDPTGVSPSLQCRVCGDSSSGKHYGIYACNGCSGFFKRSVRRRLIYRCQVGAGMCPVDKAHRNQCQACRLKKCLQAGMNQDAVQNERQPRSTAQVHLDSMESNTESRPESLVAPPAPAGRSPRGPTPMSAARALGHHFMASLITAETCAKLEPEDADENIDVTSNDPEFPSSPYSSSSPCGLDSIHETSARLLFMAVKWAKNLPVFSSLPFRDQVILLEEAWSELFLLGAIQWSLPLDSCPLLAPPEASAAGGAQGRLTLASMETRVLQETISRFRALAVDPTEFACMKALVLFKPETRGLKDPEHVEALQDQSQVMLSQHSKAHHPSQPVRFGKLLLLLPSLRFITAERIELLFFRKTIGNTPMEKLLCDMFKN
# MITF TRPM1 inh: reduces MITF-dependent TRPM1 promoter luciferase signal | actives 0.83% (n = 330,000) | SK-MEL-5 TRPM1 promoter luciferase, 24 h | inhibition, % at 12.5 µM;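 active = mean inhibition across replicates of 60% or more, whatever share of single replicates reaches that level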; note: values of inactives mirror those of a sister screen read the other way
# CaV13 FRET inh: Primary screen for inhibitors of IQ motif and Ca2+-dependent inactivation inhibitor domain binding in CACNA1D, Förster resonance energy transfer in living cells, … | inhibition, % at 12.3 µM | actives 0.098% (n = 340,000) | HEK cells, CFP/YFP FRET ICDI-IQ, plate reader, 10 min; percent FRET-ratio fall versus neutral wells | AID 743397;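 active = mean replicate inhibition of at least 30% and at least 1% of replicates passing that level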;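 note: 0% = median of the neutral control wells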
# NR2E3 ag-2: agonists of human nuclear receptor NR2E3 | Q9Y5X4 | GST-NR2E3/biotin-RetCOR TR-FRET, 1536-well | inhibition of corepressor binding, % at 4.78 µM | actives 0.12% (n = 320,000) | AID 2300;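 active = percent inhibition above the cutoff of mean plus 3 SD of all tested compounds, set per screening campaign, cut at about 20% in these data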;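 note: 0% = DMSO wells and 100% = biotin wells as full block of FRET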
#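 Material: NR2E3–RetCOR corepressor complex | Quantity: 1.35 nM GST-tagged NR2E3 final | Schedule: 5 h at 4 °C | Replication: Singlicate compound wells | Reagent: RetCOR corepressor, biotinylated, 7 nM | Controls: Biotin wells as high control, 0.6% DMSO wells as low control | Signal: TR-FRET, Eu(K)-anti-GST donor, streptavidin-D2 acceptor, ex 340, em 617/671 nm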
# iPSC survival up: hiPSC single-cell survival enhancement; survival enhancement, % at 20 µM; actives 0.044% (n = 360,000); ATPlite luminescence; 100% = ROCK inhibitor wells, 0% = DMSO; in the data active = survival enhancement above about 18%;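 note: cells exposed to compounds for 16 hours before the ATP read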
# aDG glyco act: increases alpha dystroglycan glycosylation; Pro5-aDG cells, alpha-DG glycosylation AlphaScreen (IIH6); 0% Pro5, 100% B10-LARGE cell signal; activation, % at 10 µM; AID 624168; actives 0.22% (n = 360,000);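 active = activation of at least 8% versus controls, or a plate z-score of at least 8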;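 note: Pro5 are CHO cells carrying HIG-tagged alpha-DG that lacks glycosylation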
# PDI turbidity: blocks human protein disulfide isomerase activity; P07237; PDI insulin aggregation turbidity, A650, 90 min; inhibition, % at 10 µM; actives 0.052% (n = 350,000); AID 588391;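 active = mean inhibition across replicates of 30% or more, whatever share of single replicates reach that level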;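 note: absorbance from insulin aggregation driven by PDI reduction with DTT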
# Target sequence (P07237 whole entry, looked up): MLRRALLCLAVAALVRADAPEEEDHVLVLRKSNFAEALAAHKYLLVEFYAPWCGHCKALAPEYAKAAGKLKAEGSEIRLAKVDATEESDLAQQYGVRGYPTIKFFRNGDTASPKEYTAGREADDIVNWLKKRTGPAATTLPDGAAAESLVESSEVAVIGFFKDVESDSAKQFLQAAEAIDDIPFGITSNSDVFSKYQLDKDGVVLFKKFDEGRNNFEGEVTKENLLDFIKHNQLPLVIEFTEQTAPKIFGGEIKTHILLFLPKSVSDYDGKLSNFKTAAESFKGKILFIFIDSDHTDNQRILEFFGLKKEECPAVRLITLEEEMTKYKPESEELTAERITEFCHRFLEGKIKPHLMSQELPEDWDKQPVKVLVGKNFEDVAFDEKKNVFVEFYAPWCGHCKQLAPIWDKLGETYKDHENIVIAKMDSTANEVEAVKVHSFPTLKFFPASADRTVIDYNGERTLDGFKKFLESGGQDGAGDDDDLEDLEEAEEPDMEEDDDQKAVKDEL
# Peg3 promoter: Peg3 promoter activity inhibition. HeLa PEG-Prom luciferase reporter, luminescence, overnight. actives 1.7% (n = 360,000). inhibition, % at 20 µM;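 active = inhibition of at least 50% at 20 µM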
# HIF-2a inh: blocks HIF-2a reporter activity | 786-0 RCC cells HIF-2a reporter, luciferase luminescence, overnight | inhibition, % at 18.8 µM | actives 0.72% (n = 360,000);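 active = inhibition of the luminescence signal of 40% or more relative to plate controls, in a single-dose primary screen at 18.75 µM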
# Vif imaging: inhibitors of HIV Vif. HEK293T cells, Vif self-association by quenched fluorescence, imaging, 24 h. inhibition, % at 7.49 µM. actives 0.35% (n = 340,000); in the data active = inhibition above about 50%, passing the limit was not always enough; note: some results filed as inactive read as strong as hits
# * = called active by the depositor; x = not tested or not shown.
cpd	Structure	Granule exo inh	NR2E3 ag-1	MITF TRPM1 inh	CaV13 FRET inh	NR2E3 ag-2	iPSC survival up	aDG glyco act	PDI turbidity	Peg3 promoter	HIF-2a inh	Vif imaging
1	COc1ccccc1NC1CCCCC1NS(=O)(=O)c1ccccc1 (configuration not stated)	8	6	2	-6	0	1.1	-0.3	2	5	9	-4
2	COc1ccccc1NC(=O)c1ccc(NC(=O)Cc2n[nH]c(=O)c3ccccc23)cc1	-4	-10	0	-8	4	0.2	-0.2	-2	33	-19	-2
3	COc1ccccc1C(=O)Nc1nnc(S(=O)(=O)N2CCCCCC2)s1	-5	-49	x	-6	2	0.3	-0.2	14	-30	-63	x
4	CC(=O)Nc1nc(-c2ccc3ccccc3c2)cs1	-9	-114	-95	-20	3	0.1	0.2	-2	-370	-303	-12
5	C=CCNC(=S)N1CCN(Cc2ccc3c(c2)OCO3)CC1	-5	-25	5	-4	1	-0.3	-0.2	2	9	15	0
6	COc1ccc(NC(=O)CNc2cccc(C#N)c2)cc1Cl	0	-8	-20	-5	0	-1.4	0.5	-7	-60	-82	6
7	S=C(NCCN1CCOCC1)Nc1ccc(Cl)cc1	7	-21	-7	-2	-3	-0.7	-0.1	-3	15	15	-5
8	CC(C)(C)c1ccc(OCc2ccc(C(=O)N3CCOCC3)o2)cc1	-7	-101	-54	-5	2	-2.4	1.3	-61	-168	-130	-5
9	Brc1ccc(OCc2nnc3n2CCC3)cc1	-1	12	-9	-4	0	1.3	0.4	-3	-1	-5	-3
10	O=C(C=CC=Cc1ccccc1)c1ccc([N+](=O)[O-])cc1	-5	-13	x	-17	x	-2.2	0.2	-18	-41	-14	7
11	O=C(Nc1c(Cl)cc(Cl)cc1C(=O)NCc1cccnc1)c1ccc(Cl)cc1Cl	-1	3	15	-5	-3	0.7	-0.2	3	16	11	-17
12	CCn1c(=O)ccc2cc([N+](=O)[O-])ccc21	-2	-8	8	4	0	0.3	0.0	-4	0	11	-1
13	O=C(COc1ccc(/C=N/NC(=O)c2ccncc2)cc1)Nc1ccccc1	4	-16	-67	-7	-5	0.1	-0.2	2	-112	-8	-45
14	CC(C)CN(C(=O)COC(=O)Cc1c[nH]c2ccccc12)c1c(N)n(Cc2ccccc2)c(=O)[nH]c1=O	0	-6	5	-7	1	0.2	0.2	-6	3	25	4
15	COc1ccccc1CNc1cc(C)ccn1	-15	-10	-1	-6	-1	0.1	-0.1	-1	10	4	1
16	O=c1nc2n(c3c4c(sc13)CCC4)CCC2	-2	-16	-1	-4	2	-0.6	0.1	-5	0	-7	4
17	Nc1nc2c3ccccc3nc(C3CC3)n2n1	2	1	-2	-2	-1	1.7	0.1	3	-7	7	8
18	O=C(O)c1ccc2c(c1)C(=O)N(c1ccc(OCc3ccccc3)cc1)C2=O	-3	-24	8	-2	1	0.8	-0.1	-2	14	12	0
19	O=C1c2cc(Br)ccc2OC2C=CC=CC12 (configuration not stated)	-4	-14	-51	-6	x	-0.5	-0.4	1	-107	-196	-7
20	CC1=C(C(=O)Nc2cccc(F)c2)C(c2ccsc2)C2=C(CC(C)(C)CC2=O)N1 (configuration not stated)	3	-25	19	x	0	-1.5	-0.2	1	34	23	-1
21	Cc1ccc(NC(=O)N2CCCC(c3ccccc3)C2)cc1 (configuration not stated)	-19	-53	-78	-3	-1	-0.7	0.3	-45	-128	-109	-7
22	COc1cc(C(=O)Nc2ccc(C)c(S(=O)(=O)N(C)C)c2)ccc1OCC(=O)N1CCOCC1	-3	0	-30	-6	-2	-0.3	-0.4	-1	-113	-110	0
23	COc1ccccc1-n1nnnc1S(=O)(=O)Cc1ccc(Cl)cc1	-3	57	74*	-5	5	-2.6	-0.6	-3	108*	86*	2
24	Cc1ccc(CC(=O)Nc2nc3ccccc3s2)cc1	2	-45	-51	-4	3	9.3	0.1	0	-185	-179	-9
25	COc1ccc(CN2C(=O)c3cccnc3C2=O)cc1S(=O)(=O)NCc1ccc(C)cc1	-22	-16	4	-6	2	0.1	2.4	-6	-3	1	-8
26	Cc1ccc(-c2onc3ccc(C(=O)O)cc23)cc1	-5	-210	x	-5	1	-0.1	0.2	10	-63	-59	-15
27	Cn1ccnc1SCC(=O)N(C1CCCCC1)C1CCCCC1	3	1	0	-5	-1	-2.4	-0.4	-11	-1	0	2
28	Cc1ccccc1NC(=O)c1[nH]cnc1C(=O)NN	-10	-18	-3	-19	1	-0.3	0.1	-2	0	22	8
29	COC(=O)[C@@]1(C(C)C)N=C(c2cc(OC)c(OC)c(OC)c2)[C@]2(O1)C(=O)N(C)c1ccccc12	-2	-14	x	-7	x	-0.1	0.0	x	x	-1	x
30	CCCc1cc(NC(=O)CCl)n(-c2ccccc2)n1	-3	-15	22	-3	2	-1.5	0.3	-3	4	-58	-2
31	CCS(=O)(=O)N1CCC(C(=O)Oc2ccccc2Br)CC1	-3	-24	-5	-19	0	-0.4	-0.1	-1	-98	14	-1
32	Cc1ccc(C)c(S(=O)(=O)NC(CC(C)C)C(=O)O)c1 (configuration not stated)	-2	-22	-4	-4	1	-2.1	0.7	1	-4	7	-3
33	O=C(Nc1ccc(F)cc1)C(=O)c1cn(CC(=O)N2CCOCC2)c2ccccc12	1	-34	-2	-7	2	-0.4	-0.2	-3	-70	-74	-2
34	O=C(CCC(=O)c1cccs1)OCC(=O)c1ccccc1	-6	11	10	-8	x	0.3	0.0	1	-10	7	-4
35	Cc1ccc(CC(CC(=O)O)C(=O)NCc2ccccc2)cc1 (configuration not stated)	-5	-4	-12	-7	3	2.8	-0.2	-2	13	16	23
36	CC(C)C(NS(=O)(=O)c1ccc2c(c1)C(C)(C)C(=O)N2C)C(=O)NCc1ccc(F)cc1 (configuration not stated)	2	-16	x	-12	-3	-1.0	0.1	x	5	10	1
37	COC(=O)[C@@H](NC(=O)Nc1ccccc1F)C(C)C	0	-19	6	-9	-1	4.6	0.0	8	14	0	5
38	CCOc1ccc(/C=C/C(=O)N(CC)CC(=O)Nc2ccc3c(c2)OCCO3)cc1OC	6	4	-2	-4	0	0.1	0.2	-3	-3	-2	-8
39	COc1ccc(C(=O)NCC(=O)OCC(=O)N2CCC(C)CC2)cc1OC	4	-2	-1	-1	4	-0.7	0.2	1	6	8	-5
40	Cc1ccc(CNC(=O)COC(=O)c2cncc(Br)c2)cc1	-3	-4	-3	-2	2	-0.3	-0.1	2	7	11	-7
41	COCC1CCN(Cc2c(C(=O)N3CCN(C4CCCCC4)CC3)nc3ccccn23)C1 (configuration not stated)	-8	1	-3	-11	2	-0.3	0.1	3	-6	11	2
42	O=C(C1=C(O)C(=O)N(CC2CCCO2)C1c1ccccc1[N+](=O)[O-])c1ccco1 (configuration not stated)	-9	-21	11	-7	3	0.0	-0.1	-3	-25	-14	-28
43	Cn1nnnc1Sc1ncnc2scc(-c3cccc(C(F)(F)F)c3)c12	0	42	75*	-11	x	-3.5	0.9	-3	95*	84*	11
44	O=C(Nc1ccccc1)N1CCCN(Cc2ccccc2F)C1	0	3	8	-5	-1	-2.5	-0.1	-5	-4	13	-10
45	COc1ccccc1/C=N/NC(=O)CCSc1ccccc1	3	-5	-5	-5	-2	0.2	-0.5	-11	9	-3	-9
46	Cc1cccc(OCC(=O)OC(C)C(=O)Nc2ccc(S(=O)(=O)N3CCCCC3)cc2)c1 (configuration not stated)	-3	24	-7	-1	-1	0.4	0.2	4	7	7	18
47	CCOC(=O)C(NC(=O)c1ccc(OC)cc1)(OCC1(CC)COC1)C(F)(F)F (configuration not stated)	-5	17	1	x	-2	-1.2	-0.1	2	9	4	17
48	COc1ccc(-c2noc(CCCC(=O)Nc3ccc(C(N)=O)cc3)n2)cc1OC	-1	18	4	-5	2	-0.5	0.0	5	10	2	8
49	COc1ccccc1N(CC(=O)NC1CCCC1)C(=O)CCC(=O)Nc1cc(C)on1	-1	-23	4	-2	-2	1.9	0.2	11	11	5	-1
50	COc1ccc2oc(C(=O)OCC(=O)N(C)c3c(N)n(Cc4ccccc4)c(=O)[nH]c3=O)c(C)c2c1	-5	-17	-3	-6	1	0.3	-0.2	6	4	7	-1
51	COc1ccc(C(=O)C2CN(c3ccccc3)CC2c2ccc(Cl)cc2)cc1 (configuration not stated)	6	0	9	x	1	5.3	-0.2	-5	12	10	9
52	CCOc1ccc(OCCC(=O)OCC(=O)Nc2ccc(N3CCOCC3)cc2)cc1	2	-13	-6	-10	-3	-0.2	0.7	-4	12	6	6
53	CCc1ccc2c(c1)C(NC(C)=O)C(=O)N2CCN1CCOCC1 (configuration not stated)	-5	-5	4	-19	-3	-0.8	0.0	-11	11	16	-3
54	C/C=C(/C)C(=O)Nc1cccc(C2=NOC3(C2)C[C@@H](C(N)=O)N(C(=O)CCCCC)C3)c1 (some centres not stated)	5	9	10	-11	2	1.4	0.2	-4	3	11	7
55	CN(C(=O)CN1C(=O)S/C(=C\c2ccc(F)cc2)C1=O)C1CCS(=O)(=O)C1 (configuration not stated)	-1	-28	-24	-3	-3	-0.5	-0.1	5	-12	3	21
56	COc1cc(C(=S)N2CCOCC2)ccc1O	4	17	19	0	-1	0.2	-0.1	-2	20	8	x
57	CC(=O)NC1C(OCc2ccccc2)OC(CO)C(OC(C)=O)C1OC(C)=O (configuration not stated)	3	-39	7	-4	1	2.0	-0.2	-5	2	5	-1
58	Cn1c(=O)n(Cc2ccc(F)cc2)c(=O)c2c1nc1n2CCCN1Cc1ccccc1	0	3	-4	-2	2	-2.7	-0.1	-9	37	36	-21
59	COc1ccc(NC(=O)c2cc(-c3cc(C)ccc3O)n[nH]2)cc1Cl	1	9	1	x	-4	-0.2	0.1	-3	-9	-82	3
60	COC(=O)C1CCCN1S(=O)(=O)c1ccccc1NC(=O)c1cc(OC)c(OC)c(OC)c1 (configuration not stated)	0	-24	11	-20	-3	0.5	-0.1	9	10	7	6
61	CCCS(=O)(=O)N1CCN(Cc2ccc(OCc3ccccc3)c(OC)c2)CC1	-1	2	3	-8	4	1.6	2.0	-3	-16	-38	x
62	CCCc1n[nH]c2c1/C(=N\O)CCC2	2	-16	0	-5	2	1.3	-0.2	-5	4	19	x
63	Cc1ccc2cc(NC(=O)c3ccccc3)ccc2n1	-6	-91	-39	-20	2	-0.5	-0.1	-2	-205	-143	-15

# Some of these compounds in order of formula weight, descending.
cpd	Structure	Granule exo inh	NR2E3 ag-1	MITF TRPM1 inh	CaV13 FRET inh	NR2E3 ag-2	iPSC survival up	aDG glyco act	PDI turbidity	Peg3 promoter	HIF-2a inh	Vif imaging
52	CCOc1ccc(OCCC(=O)OCC(=O)Nc2ccc(N3CCOCC3)cc2)cc1	2	-13	-6	-10	-3	-0.2	0.7	-4	12	6	6
59	COc1ccc(NC(=O)c2cc(-c3cc(C)ccc3O)n[nH]2)cc1Cl	1	9	1	x	-4	-0.2	0.1	-3	-9	-82	3
45	COc1ccccc1/C=N/NC(=O)CCSc1ccccc1	3	-5	-5	-5	-2	0.2	-0.5	-11	9	-3	-9
